Screens from PubChem.
PKA inh – inhibitors of human PKA kinase activity, primary screen, biochemical, ATP-depletion luminescence, Kemptide substrate. PKA Kemptide phosphorylation, Kinase-Glo ATP luminescence. cAMP-dependent protein kinase catalytic subunit alpha (Homo sapiens), P17612. actives 0.1% (n = 65,000). AID 524, 2006. inhibition, % at 6 µM;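 active = inhibition above the screen-wide mean inhibition plus 3 SD, cut at about 21% in these data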; also: many of its hits are not listed in these tables
CatS inh – inhibitors of human cathepsin S, biochemical, compound mixtures; P25774; recombinant cathepsin S, AMC dipeptide fluorescence, pooled mixtures; inhibition, %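 (tested at 5 µM per compound within 10-compound mixtures)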; actives 0.06% (n = 62,000); AID 501, 2006; in the data active = inhibition above about 32%, passing the limit was not always enough; inconclusive = no clear call, values can overlap the other calls;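 also: 0% = enzyme without compound and 100% = blank without enzyme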
Ec RNAP inh – E. coli RNAP inhibitors, biochemical; actives 0.2% (n = 62,000); DNA-directed RNA polymerase subunit beta (Escherichia coli (strain K12)), P0A8V2; AID 559, 2006; E. coli RNA polymerase, fluorescence transcription assay; inhibition, %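 (tested at 10 µM)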; in the data active = inhibition above about 20%;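 also: 0% = enzyme without compound and 100% = no enzyme blank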
Target sequence (P0A8V2 whole entry, looked up): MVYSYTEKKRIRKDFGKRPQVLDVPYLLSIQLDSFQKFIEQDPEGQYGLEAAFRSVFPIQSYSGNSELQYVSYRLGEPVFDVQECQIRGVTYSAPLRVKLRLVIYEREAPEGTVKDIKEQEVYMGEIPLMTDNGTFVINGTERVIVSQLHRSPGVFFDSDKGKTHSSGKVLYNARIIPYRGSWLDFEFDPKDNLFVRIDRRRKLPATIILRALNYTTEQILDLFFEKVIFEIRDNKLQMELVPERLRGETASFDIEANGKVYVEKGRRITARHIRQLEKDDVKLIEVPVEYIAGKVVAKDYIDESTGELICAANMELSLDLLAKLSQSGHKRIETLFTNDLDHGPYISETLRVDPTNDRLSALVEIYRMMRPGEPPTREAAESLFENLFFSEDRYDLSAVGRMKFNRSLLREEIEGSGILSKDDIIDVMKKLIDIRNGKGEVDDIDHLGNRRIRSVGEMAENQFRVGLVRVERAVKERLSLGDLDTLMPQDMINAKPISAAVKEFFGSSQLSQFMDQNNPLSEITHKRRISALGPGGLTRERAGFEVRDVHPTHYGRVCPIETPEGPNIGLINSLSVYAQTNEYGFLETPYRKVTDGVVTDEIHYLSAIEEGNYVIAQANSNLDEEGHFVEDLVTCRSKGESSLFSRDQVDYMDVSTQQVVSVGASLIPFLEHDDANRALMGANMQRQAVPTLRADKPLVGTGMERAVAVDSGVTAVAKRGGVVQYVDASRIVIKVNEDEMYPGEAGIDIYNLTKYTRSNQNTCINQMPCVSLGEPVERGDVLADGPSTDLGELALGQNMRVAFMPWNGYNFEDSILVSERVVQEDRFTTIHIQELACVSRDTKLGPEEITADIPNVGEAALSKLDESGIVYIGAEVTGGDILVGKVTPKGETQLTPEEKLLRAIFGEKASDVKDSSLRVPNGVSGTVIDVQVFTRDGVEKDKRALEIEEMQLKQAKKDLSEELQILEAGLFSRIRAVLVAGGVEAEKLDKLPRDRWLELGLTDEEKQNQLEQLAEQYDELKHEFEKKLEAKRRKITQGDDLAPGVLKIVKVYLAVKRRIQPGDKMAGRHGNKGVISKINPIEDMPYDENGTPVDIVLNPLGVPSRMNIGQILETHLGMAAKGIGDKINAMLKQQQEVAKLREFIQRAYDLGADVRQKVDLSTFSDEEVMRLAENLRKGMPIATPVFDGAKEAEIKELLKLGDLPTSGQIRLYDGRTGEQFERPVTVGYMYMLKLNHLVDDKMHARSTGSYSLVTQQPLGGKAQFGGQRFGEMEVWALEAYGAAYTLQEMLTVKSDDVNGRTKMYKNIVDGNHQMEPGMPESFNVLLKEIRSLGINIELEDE
AP complement – alternative complement pathway inhibitors, primary screen, biochemical, ELISA, human serum, orthogonally pooled compounds; LPS-coated ELISA, C3 deposition; tested in compound mixtures; inhibition, % at 5 µM; actives 0.08% (n = 62,000); AID 1235, 2008;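 active = inhibition above 30% in each of the two pooled mixtures holding the compound, so the lower value exceeds 30%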;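 also: 0% = serum in Mg-EGTA without compound and 100% = EDTA serum blank; some compounds past the cut are filed as inactive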
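Test system: human serum alternative complement pathway, C3 deposition on LPS-coated wells; also added: Plate-bound LPS; doses: 5 µM per compound in ten-compound mixtures; schedule: 1 h at 37 °C; detection: Anti-C3 ELISA, OD 450 nm; evaluation: percent inhibition of C3 deposition onto LPS; repeats: two pool placements per compound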
CatB block – human cathepsin B inhibitors, primary screen, biochemical, fluorogenic substrate; P07858; purified cathepsin B, fluorescence; inhibition, %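 (tested at 10 µM)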; actives 0.1% (n = 63,000); in the data active = inhibition above about 21%;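 also: 0% = enzyme with no compound and 100% = no enzyme blank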
CatB mixtures – cathepsin B inhibitors from pooled compounds, primary screen, biochemical, compound mixtures, AMC fluorescence; P07858; Purified cathepsin B, AMC dipeptide fluorescence; inhibition, %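 (ten-compound pools at 5 µM per compound and 50 µM total)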; actives 0.06% (n = 62,000); AID 488, 2006; in the data active = inhibition above about 22%, passing the limit was not always enough; inconclusive = no clear call, values can overlap the other calls;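 also: 0% = enzyme without compound and 100% = no enzyme blank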
JNK3 inh – JNK3 kinase activity inhibitors, primary screen, biochemical, human, purified enzyme; actives 0.61% (n = 60,000); Mitogen-activated protein kinase 10 (Homo sapiens), P53779; HTS; inhibition, % at 8 µM; AID 746, 2007; in the data active = inhibition above about 17%;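 also: 0% = DMSO and 100% = reference inhibitor; many of its hits are not listed in these tables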
ROCK2 inh – inhibitors of human ROCK2 kinase, primary screen, biochemical, high-throughput, luminescence | Rho-associated protein kinase 2 (Homo sapiens), O75116 | purified ROCK2, Kinase-Glo ATP depletion luminescence | inhibition, % at 6 µM | AID 604, 2007 | actives 0.35% (n = 60,000);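 active = inhibition above the screen-wide mean inhibition plus 3 SD, cut at about 18% in these data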;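 also: plate controls were DMSO wells for no effect and Y-27632 control wells after no-enzyme background subtraction for full effect; many of its hits are not listed in these tables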
RORA act – activators of orphan receptor RORA, primary screen, cell-based, luminescence. CHO-K1 Gal4-RORA LBD luciferase reporter; percent increase over mock-subtracted basal signal. activation, % at 10 µM. actives 1.5% (n = 65,000). AID 560, 2006;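 active = activation above the mean of all tested compounds plus 3 SD, cut at about 49% in these data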;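 also: 0% = DMSO-treated RORA cells and 100% = added signal equal to DMSO minus mock-transfected cells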
The depositor's hits bear a star. An excerpt; count on the stated rates, not on these rows.

What do the screens show for `CCOC(=O)c1c(-c2cccs2)csc1NC(=O)COC(=O)c1c(C)noc1C`?
PKA inh: -6; CatS inh: 13; Ec RNAP inh: 2; AP complement: 0; CatB block: 0; CatB mixtures: -1; JNK3 inh: -1; ROCK2 inh: -3; RORA act: -1

Results for Nc1nc(SCC(=O)NCC2CCCO2)n[nH]1 (stereo not given) ?
PKA inh: 8; CatS inh: inconclusive; Ec RNAP inh: 11; AP complement: -6; CatB block: 4; CatB mixtures: 3; JNK3 inh: 4; ROCK2 inh: 9; RORA act: -5

How did CCOc1ccc(C2C(C#N)=C(N)SC(N)=C2C#N)cc1OCC do in these assays?
PKA inh: 1; CatS inh: 20; Ec RNAP inh: 8; AP complement: 7; CatB block: 1; CatB mixtures: 8; RORA act: 1

How did CCOC(=O)c1cccc(NC(=O)CN2CCN(c3ccc(OC)cc3)CC2)c1 do in these assays?
PKA inh: 7; CatS inh: -3; Ec RNAP inh: -2; AP complement: 9; CatB block: 5; CatB mixtures: -3; JNK3 inh: -3; ROCK2 inh: 5; RORA act: 7

How did Cc1cccc2cc(CN(Cc3ccc(F)cc3)Cc3nnnn3C3CCCC3)c(=O)[nH]c12 do in these assays?
PKA inh: 5; CatS inh: -7; Ec RNAP inh: -4; AP complement: 18; CatB block: -3; CatB mixtures: 3; JNK3 inh: -6; ROCK2 inh: 8; RORA act: 10

Results for CCOC(=O)c1[nH]c2ccc(OC)cc2c1N=CN(C)C ?
PKA inh: 13; CatS inh: -6; Ec RNAP inh: 1; AP complement: 11; CatB block: 2; CatB mixtures: 2; JNK3 inh: -5; ROCK2 inh: 2; RORA act: -2

How did Cn1c(=O)c2c(nc(NCC(O)CO)n2CCc2ccccc2)n(C)c1=O (stereo not given) do in these assays?
PKA inh: -1; Ec RNAP inh: 5; CatB block: -2; JNK3 inh: 2; ROCK2 inh: 2; RORA act: -5

Results for COc1ccc(CNC(=O)Nc2cccc(C)c2)cc1 ?
PKA inh: 4; CatS inh: 2; Ec RNAP inh: 6; AP complement: 5; CatB block: -3; CatB mixtures: 6; JNK3 inh: 6; ROCK2 inh: 5; RORA act: 20

How did CCOC(=O)CSC1=C(C#N)C(c2ccccc2Cl)C(C(=O)OC)C(=O)N1 (stereo not given) do in these assays?
PKA inh: -2; CatS inh: 8; Ec RNAP inh: 8; AP complement: 5; CatB block: -1; CatB mixtures: 7; JNK3 inh: 0; ROCK2 inh: 1; RORA act: -10

What do the screens show for `O=C(CSc1nnc(CNc2ccccc2)o1)N1CCCc2ccccc21`?
PKA inh: 6; CatS inh: -4; Ec RNAP inh: 1; AP complement: 15; CatB block: 0; CatB mixtures: -1; JNK3 inh: -2; ROCK2 inh: 5; RORA act: 15

How did CCC(C)(C(=O)NC1CCCCC1)N(Cc1ccco1)C(=O)CNC(=O)c1ccccc1 (stereo not given) do in these assays?
PKA inh: 9; CatS inh: -3; Ec RNAP inh: 3; AP complement: 0; CatB block: -4; CatB mixtures: 1; RORA act: -17

How did CC(C)(C)NC(=O)C(Cc1ccccc1)NS(=O)(=O)c1cccc2nsnc12 (stereo not given) do in these assays?
PKA inh: 7; CatS inh: 8; Ec RNAP inh: 5; AP complement: -2; CatB block: -4; CatB mixtures: 3; JNK3 inh: -2; ROCK2 inh: 1; RORA act: 2

For convenience, five of the compounds above.
Results for COc1ccc(CNC(=O)Nc2cccc(C)c2)cc1 ?
PKA inh: 4; CatS inh: 2; Ec RNAP inh: 6; AP complement: 5; CatB block: -3; CatB mixtures: 6; JNK3 inh: 6; ROCK2 inh: 5; RORA act: 20

How did CCOC(=O)CSC1=C(C#N)C(c2ccccc2Cl)C(C(=O)OC)C(=O)N1 (stereo not given) do in these assays?
PKA inh: -2; CatS inh: 8; Ec RNAP inh: 8; AP complement: 5; CatB block: -1; CatB mixtures: 7; JNK3 inh: 0; ROCK2 inh: 1; RORA act: -10

What do the screens show for `O=C(CSc1nnc(CNc2ccccc2)o1)N1CCCc2ccccc21`?
PKA inh: 6; CatS inh: -4; Ec RNAP inh: 1; AP complement: 15; CatB block: 0; CatB mixtures: -1; JNK3 inh: -2; ROCK2 inh: 5; RORA act: 15

How did CCC(C)(C(=O)NC1CCCCC1)N(Cc1ccco1)C(=O)CNC(=O)c1ccccc1 (stereo not given) do in these assays?
PKA inh: 9; CatS inh: -3; Ec RNAP inh: 3; AP complement: 0; CatB block: -4; CatB mixtures: 1; RORA act: -17

How did CC(C)(C)NC(=O)C(Cc1ccccc1)NS(=O)(=O)c1cccc2nsnc12 (stereo not given) do in these assays?
PKA inh: 7; CatS inh: 8; Ec RNAP inh: 5; AP complement: -2; CatB block: -4; CatB mixtures: 3; JNK3 inh: -2; ROCK2 inh: 1; RORA act: 2

Continuation:
Results for O=C(OCCN=C1NS(=O)(=O)c2ccccc21)C1CC(=O)N(c2ccc(Cl)cc2)C1 (stereo not given) ?
PKA inh: 2; CatS inh: -1; Ec RNAP inh: 5; AP complement: 11; CatB block: 7; CatB mixtures: 7; JNK3 inh: 5; ROCK2 inh: -4; RORA act: -18

Results for CC(=O)NC(C)C(=O)OCC(=O)Nc1ccc(Br)cc1 (stereo not given) ?
CatS inh: -11; Ec RNAP inh: 10; AP complement: 8; CatB block: 4; CatB mixtures: 6

What do the screens show for `CC1CCN(c2oc(-c3cccc4ccccc34)nc2C#N)CC1`?
PKA inh: 0; CatS inh: 1; Ec RNAP inh: -7; AP complement: 4; CatB block: -19; CatB mixtures: -5; JNK3 inh: -3; ROCK2 inh: 5; RORA act: -7

How did CCOc1cccc2cc(C(=O)N3CCc4ccccc4C3)c(=O)oc12 do in these assays?
PKA inh: -5; CatS inh: -1; Ec RNAP inh: 1; AP complement: 12; CatB block: 3; CatB mixtures: 0; JNK3 inh: 2; ROCK2 inh: -4; RORA act: -8

Results for CSc1nc2sc3c(c2c2nncn12)CCC3 ?
PKA inh: 2; Ec RNAP inh: 7; CatB block: -1; JNK3 inh: 3; ROCK2 inh: 4; RORA act: -20

Results for COc1cccc(-c2nnc(SCC(=O)Nc3cc(C)ccc3OC)n2N)c1 ?
PKA inh: 12; CatS inh: -9; Ec RNAP inh: 5; AP complement: 7; CatB block: 1; CatB mixtures: -1; JNK3 inh: 2; ROCK2 inh: 2; RORA act: -2

Results for Cc1ccn2cc(C(=O)Nc3ccccc3N3CCOCC3)nc2c1 ?
PKA inh: 5; CatS inh: 16; Ec RNAP inh: 4; AP complement: -28; CatB block: 6; CatB mixtures: 3; JNK3 inh: 10; ROCK2 inh: -4; RORA act: 55*

What do the screens show for `CC(C)=CCC(C)(C)C1OCCN1C(=O)c1ccccc1` (stereo not given)?
PKA inh: 9; CatS inh: -18; Ec RNAP inh: 6; AP complement: 8; CatB block: 3; CatB mixtures: 2; JNK3 inh: 5; ROCK2 inh: 6; RORA act: -20

What do the screens show for `CCC(Sc1nnc(-c2ccc(C)c(Cl)c2)n1CC)C(=O)Nc1nccs1` (stereo not given)?
PKA inh: 13; CatS inh: 0; Ec RNAP inh: 7; AP complement: 0; CatB block: 2; CatB mixtures: 2; JNK3 inh: 5; ROCK2 inh: 5; RORA act: -1

Results for COCCNc1nc(SCC(=O)N2CCN(c3ccccc3OC)CC2)nc2ccccc12 ?
PKA inh: -8; CatS inh: -2; Ec RNAP inh: 1; AP complement: 14; CatB block: 2; CatB mixtures: 1; RORA act: -8

How did CCn1c(C)c(CCC(=O)O)c(=O)n2nc(-c3ccccc3OC)cc12 do in these assays?
PKA inh: 3; CatS inh: 11; Ec RNAP inh: -11; AP complement: -14; CatB block: -1; CatB mixtures: 3; JNK3 inh: -11; ROCK2 inh: 1; RORA act: 3

What do the screens show for `Cc1ccc(S(=O)(=O)c2cccc(S(=O)(=O)N3CCCC3)c2)cc1S(=O)(=O)N1CCCC1`?
PKA inh: -1; CatS inh: 10; Ec RNAP inh: 10; AP complement: 3; CatB block: 2; CatB mixtures: 4; RORA act: -4

What do the screens show for `N=c1ccn(Cc2ccc(Cl)cc2)cc1`?
PKA inh: 6; CatS inh: -2; Ec RNAP inh: 9; AP complement: -1; CatB block: 5; CatB mixtures: 5; JNK3 inh: 2; ROCK2 inh: 1; RORA act: -7

How did CCCS(=O)(=O)N1CCC(C(=O)NCCc2ccc(OC)c(OC)c2)CC1 do in these assays?
PKA inh: 1; CatS inh: -5; Ec RNAP inh: 2; AP complement: 21; CatB block: 1; CatB mixtures: 6; JNK3 inh: -3; ROCK2 inh: 6; RORA act: -6

What do the screens show for `Cc1ccc(C)c2[nH]c(=O)c(CN(CC3CCCO3)C(=O)NC3CCCCC3)cc12` (stereo not given)?
PKA inh: -4; CatS inh: 25; Ec RNAP inh: 0; AP complement: 29; CatB block: 1; CatB mixtures: 3; JNK3 inh: -3; ROCK2 inh: 1; RORA act: -9

How did COc1ccc2cc(S(=O)(=O)N3CCCCC3)ccc2c1S(=O)(=O)N1CCCCC1 do in these assays?
PKA inh: -3; CatS inh: 15; Ec RNAP inh: 7; AP complement: -1; CatB block: -3; CatB mixtures: -3; JNK3 inh: 2; ROCK2 inh: 7; RORA act: -13

What do the screens show for `COc1ccc(S(=O)(=O)N2CCN(C3CCCCCCC3)CC2)cc1`?
PKA inh: 2; CatS inh: -8; Ec RNAP inh: -6; AP complement: -5; CatB block: 1; CatB mixtures: 1; JNK3 inh: -5; ROCK2 inh: 4; RORA act: 3

How did O=C(N=c1nc2ccccn2s1)c1ccccc1 do in these assays?
PKA inh: -2; CatS inh: -2; Ec RNAP inh: 0; AP complement: 16; CatB block: 1; CatB mixtures: 2; RORA act: -9

Results for CCn1c(Cn2nnc(-c3ccccc3)n2)nnc1SCC(=O)Nc1ccccc1 ?
PKA inh: 9; CatS inh: -2; Ec RNAP inh: 0; AP complement: 2; CatB block: 2; CatB mixtures: -6; JNK3 inh: -3; ROCK2 inh: 8; RORA act: 0

How did CCC(C)Nc1nc(-c2cccc(OC)c2O)nc2ccccc12 (stereo not given) do in these assays?
PKA inh: 4; Ec RNAP inh: 12; CatB block: 2; JNK3 inh: 6; ROCK2 inh: 1; RORA act: -24

Results for COc1cc2c(cc1OC)-c1nnc(C)n1C(C)(C)C2 ?
PKA inh: 4; CatS inh: 7; AP complement: 12; CatB block: 9; CatB mixtures: 8; JNK3 inh: -6; ROCK2 inh: 0; RORA act: 14

Results for O=C(COc1ccc(Br)cc1)Nc1ccc(-c2nnc(-c3ccco3)o2)cc1 ?
PKA inh: 9; CatS inh: -1; Ec RNAP inh: -4; AP complement: -13; CatB block: -1; CatB mixtures: -6; JNK3 inh: -4; ROCK2 inh: 4; RORA act: 22

How did N#CC1=C(SCc2ccccc2)NC(=O)CC1c1cccc(O)c1 (stereo not given) do in these assays?
PKA inh: -8; CatS inh: -13; Ec RNAP inh: -9; AP complement: 13; CatB block: 0; CatB mixtures: -7; JNK3 inh: 0; ROCK2 inh: -3; RORA act: 4
